CBFb RUNX1 block – qHTS Assay for Compounds Blocking the Interaction Between CBF-beta and RUNX1 for the Treatment of Acute Myeloid Leukemia; Runt-related transcription factor 1 (Homo sapiens) + Core-binding factor subunit beta …; AlphaScreen CBFb-His/RUNX1-biotin binding, biochemical; Potency, µM (doses to about 59.8 µM), for inactives: at the top dose activity, negative = inhibition, hits mostly inhibitors; 230,000 tested, under 10 active; AID 1477, 2009; further: % of control where 0% means no effect
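CBFb-His/RUNX1-biotin, 30 nM each, preincubated 20 min RT; compound 15 min RT; Ni + streptavidin beads 50 ng each, 90 min RT; AlphaScreen read.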
Lamin A splicing – qHTS Assay for Modulators of Lamin A Splicing; HeLa LMNA splicing GFP/RFP minigene ratio, 48 h; Potency, µM (doses to about 46.1 µM), for the others: top-dose ratio change, negative = inhibition, actives largely listed as inhibitors; hit rate 0.01% among 200,000; active means well fitted inhibition curve with a large enough effect in the signal ratio, with a control signal flat, not every such curve was filed as active; inconclusive means small, poorly fitted or top-dose-only effect, or effect the other way, or a change in a side signal; the % refers to the signal ratio; further: potency means the concentration at half of the fitted maximal effect; on the % scale 0 is the no-effect control and ±100 the full control effect
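Read-out is the ratio of GFP to DsRed2 object intensity, acquired by 488 nm laser-scanning cytometry on HeLa lamin A-EGFP minigene reporter cells. Compound incubation 48 hrs at 37 °C in Opti-MEM with 2% FBS; DMSO 0.5% final.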
NPSR antagonist – qHTS Assay for Antagonists of the Neuropeptide S Receptor: cAMP Signal Transduction; CHO-NPSR cells, cAMP TR-FRET, antagonist mode; Potency, µM (series often up to 38.3 µM), for inactives: at the top dose activity change, negative = inhibition, usual class: inhibitors; hit rate 1% among 220,000; AID 1461, 2008; further: potency means the concentration at half of the fitted maximal effect; on the % scale 0 is the no-effect control and ±100 the full control effect; nearly all actives have a fitted effect of over 50% in size; many of its hits are not listed in these tables
Target sequence (Q6W5P4 whole entry, looked up): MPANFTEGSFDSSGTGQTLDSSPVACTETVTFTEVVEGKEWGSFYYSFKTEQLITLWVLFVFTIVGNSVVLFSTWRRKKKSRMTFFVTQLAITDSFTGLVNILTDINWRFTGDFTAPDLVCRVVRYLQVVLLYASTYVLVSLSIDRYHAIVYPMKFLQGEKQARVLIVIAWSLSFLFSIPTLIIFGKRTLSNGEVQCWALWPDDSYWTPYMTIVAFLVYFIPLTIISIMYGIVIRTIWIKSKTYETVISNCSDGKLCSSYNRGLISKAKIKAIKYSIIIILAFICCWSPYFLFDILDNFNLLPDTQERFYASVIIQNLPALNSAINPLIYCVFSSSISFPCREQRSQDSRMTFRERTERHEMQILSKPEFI
KinaseGlo FLuc – Counterscreen for Luciferase (Kinase-Glo TM) Inhibition; Potency, µM (series often up to 38.3 µM), for inactives: top-dose activity change, negative = inhibition, most hits filed as inhibitors; Luciferin 4-monooxygenase (Photuris pensylvanica), Q27757; Kinase-Glo luciferase, ATP luminescence, 8 min; AID 1379, 2008; hit rate 0.28% among 200,000; further: potency means the concentration at half of the fitted maximal effect; on the % scale 0 is the no-effect control and ±100 the full control effect; nearly all actives have a fitted effect of over 60% in size
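Compound is pinned into ATP-containing buffer (10 uM ATP, imidazole pH 7.2, 7 mM MgCl2). Kinase-Glo luciferase reagent is then added. Light output is recorded following an 8-min room-temperature incubation.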
IMPase Li inh – qHTS Assay for Identifying the Cell-Membrane Permeable IMPase Inhibitors: Potentiation with Lithium; Potency, µM (doses to about 59.4 µM), without a hit: at the top dose activity, negative = IMPase inhibition, hits mostly inhibitors; CHO-M1 cells, IP1 TR-FRET (IP-One), carbachol + lithium; AID 1457, 2008; hit rate 0.35% among 210,000;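 further: IP1 builds up when IMPase is blocked and the TR-FRET signal falls; potency means the concentration at half of the fitted maximal effect; plate controls were basal vehicle for no effect and high inhibitor control for full effect; nearly all actives have a fitted effect of over 50% in size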
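Steps: plate 2000 CHO-M1 cells per well and culture 16–30 h; add compound and lithium; incubate 30 min, 37C; add d2-IP1 tracer and Eu cryptate anti-IP1 antibody in lysis buffer; read after 10 min at room temperature.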
Epigenetic reg – Quantitative High-Throughput Screen for Regulators of Epigenetic Control; hit rate 0.2% among 280,000; murine LDR cells, GFP reporter derepression, 30 h; Potency, µM (highest dose often 53.9 µM), for inactives: at the top dose GFP activation, usual class: activators; further: potency means the concentration at half of the fitted maximal effect; % of control where 0% means no effect; nearly all actives have a fitted effect of over 60% in size
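Murine LDR cells carrying a silenced, genomically integrated CMV-driven GFP reporter were exposed to compound for 30 hours at 37 C. After PBS washes, GFP-positive cells (20–120 um objects) were counted by laser-scanning microplate cytometry.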
aGal spleen mod – qHTS Assay for Inhibitors and Activators of Human alpha-Galactosidase From Spleen Homogenate | human spleen homogenate, 4MU-alpha-Gal fluorescence, 40 min | Potency, µM (highest dose often 80 µM), for inactives: at the highest dose activity change, negative = inhibition, usual class: inhibitors | hit rate 0.008% among 240,000 | AID 2107, 2009;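 further: potency means the concentration at half of the fitted maximal effect; 0% = enzyme with vehicle and -100% = no enzyme basal signal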
Target sequence (P06280 32-429 limits assumed): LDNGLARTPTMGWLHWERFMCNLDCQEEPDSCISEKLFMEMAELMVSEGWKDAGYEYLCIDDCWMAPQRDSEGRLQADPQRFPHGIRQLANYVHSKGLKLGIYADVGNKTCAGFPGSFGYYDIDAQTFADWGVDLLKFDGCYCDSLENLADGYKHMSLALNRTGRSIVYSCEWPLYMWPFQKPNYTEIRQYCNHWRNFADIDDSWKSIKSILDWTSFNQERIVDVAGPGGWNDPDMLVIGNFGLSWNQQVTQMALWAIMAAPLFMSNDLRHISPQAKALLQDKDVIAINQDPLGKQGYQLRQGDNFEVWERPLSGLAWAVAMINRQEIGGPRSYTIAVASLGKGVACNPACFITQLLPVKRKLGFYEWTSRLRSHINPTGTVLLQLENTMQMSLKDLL
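Human spleen homogenate (1 ug) was the enzyme source, with 4-methylumbelliferyl-alpha-D-galactopyranoside (1 mM final) in pH 5.0 citrate buffer with 0.01% Tween-20. Compounds were titrated; after 40 min at 37C, NaOH/glycine stop, 4-MU fluorescence read; AC50 from Hill fits.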
* = called active by the depositor; ? = inconclusive; · = no result given; & = joins results of further samples; [ ] = another dose, or the depositor's remark. Unless noted, the call rests on the fitted dose curve; in most records, active means well fitted curve in the direction sought with a large enough effect; inconclusive means small, poorly fitted or top-dose-only effect, or another doubt; inactive means no such curve, though single readings can be large; an effect the other way counts as inactive or inconclusive. These rows are one share of the data; count on the stated rates, not on these rows.

SMILES	CBFb RUNX1 block	Lamin A splicing	NPSR antagonist	KinaseGlo FLuc	IMPase Li inh	Epigenetic reg	aGal spleen mod
Cc1ccc(NC(=O)n2ccc(-c3ccc(-n4ccnc4)cc3)n2)cc1	9%	-2%[9.22 µM]	10%	-1%	-1%	0.0%	3%
CN(CC(=O)N1CCN(c2ccccn2)CC1)S(=O)(=O)c1ccc2ccccc2c1	1%	-17%	-19%[46.1 µM]	-1%	18%[38.3 µM]	0.3%	4%
CCOc1ccccc1OCCOCCN1CC(C)OC(C)C1 (centres undefined)	12%	-4%	-7%[46.1 µM]	0%	3%[38.3 µM]	0.0%	6%
CCc1cc(C=C(Cl)Cl)oc(=O)c1C	-8%	10%	-6%[46.1 µM]	-3%	12%[38.3 µM]	-2.9%	3%
COc1ccccc1-c1nc(C#N)c(N2CCc3ccccc3C2)o1	?	?	?	-1%	32%[activator][38.3 µM]	1.0%	8%
O=Cc1cn(CCC(=O)O)nc1-c1cc2ccccc2o1	-3%	-10%	2%	-1%	3%	-0.9%	-2%
COc1c(O)cc(O)cc1O	-18%	·	·	-6%	9%	-0.5%	-17%
CC1(C)OC(=O)C(=CNn2cnc3ccccc3c2=O)C(=O)O1	3%	-2%	-9%[46.1 µM]	1%	6%[38.3 µM]	0.0%	3%
Cc1cc([N+](=O)[O-])nn1CCCC(=O)Nc1ccc(Cl)cc1Cl	1%	?	-1%	-2%	-1%	1.1%	3%
CN1CCCN(C(=O)c2cc(=O)[nH]c3ccccc23)c2nc3ccccc3nc21	1%	-13%	0%[46.1 µM]	0%	13%[38.3 µM]	-14%	6%
Cc1ccc(NC(=O)Cn2c(CCC(=O)O)ccc2-c2cccs2)cc1	-4%	-3%	-11%[46.1 µM]	-3%	25%[38.3 µM]	-1.0%&-1.0%	-2%
Cc1ccccc1CS(=O)(=O)Cc1ccc(C(=O)NCCCN2CC(C)CC(C)C2)o1 (centres undefined)	3%	·	9%	1%	5%	4.5%	-3%
Cc1ccc(-c2cc(C(F)(F)F)c(C#N)c(SCC(=O)O)n2)cc1	4%	-2%[46 µM]	47%	1%	0%	2.1%&-1.0%	-12%
CC(=O)c1cc(F)c(N2CCN(c3ccc([N+](=O)[O-])cc3F)CC2)cc1C	-2%	6%	0%[46.1 µM]	0%	-5%[38.3 µM]	-0.9%	-3%
CCNC(=S)NNC(=O)c1ccc(OC)cc1	7%	3%[46 µM]	-12%	-3%	6%	-2.1%	7%
Cc1[nH]c2ccccc2c1/C=N/NC(=O)CNC(=O)c1ccco1	-1%	·	-2%	·	·	0.1%	2%
CC1Oc2ccccc2N(CC(=O)c2cccc(Cl)c2)C1=O (centres undefined)	17%	3%	-18%[46.1 µM]	-1%	16%[38.3 µM]	-0.9%	5%
C#CCSc1nc(C)cc(C(=O)OCC)c1C#N	4%	·	17%	·	·	4.7%	-3%
CC(C)c1ccc(NC(=O)C2CC(=O)N(C(C)C)C2)cc1 (centres undefined)	7%	6%	-1%[46.1 µM]	4%	11%[38.3 µM]	0.8%	4%
Cc1ccc(C(=O)Nc2ccc(N3CCOCC3)nc2)cc1	-1%	-2%	-10%[46.1 µM]	-5%	-7%[38.3 µM]	-1.1%	0%
COc1cc(C2c3c(n[nH]c3C)C(=O)N2c2ccc(C)cc2)ccc1O (centres undefined)	-3%	-2%	-11%[46.1 µM]	1%	7%[38.3 µM]	0.0%	0%
CCCc1nc(SCC(=O)Nc2cc(C)on2)c2c(=O)n(C)c(=O)n(C)c2n1	5%	-2%	7%[46.1 µM]	0%	22%[38.3 µM]	1.0%	10%
Cc1ccc(N=C2NC(=O)c3cccc([N+](=O)[O-])c32)cc1	-7%	-16%	8%	3%	4%	-0.1%	-2%
Cc1nn(CC(=O)c2ccccc2Cl)c(C)c1[N+](=O)[O-]	-1%	·	-22%	-15%	9%	-0.4%	-7%
COc1ccc(S(=O)(=O)N2CCc3ccccc32)cc1C(=O)OCc1nnc(-c2ccccc2)o1	-6%	5%	-17%[46.1 µM]	-6%	15%[38.3 µM]	1.0%	6%

More records:
SMILES	CBFb RUNX1 block	Lamin A splicing	NPSR antagonist	KinaseGlo FLuc	IMPase Li inh	Epigenetic reg	aGal spleen mod
CS(=O)(=O)NN1C(=O)c2ccccc2NC1c1ccccc1O (centres undefined)	4%	12%[46 µM]	-2%	-2%	-9%	-1.0%	0%
CSC1=NCCN1C(=O)COc1ccccc1	1%	5%	-2%[46.1 µM]	0%	-2%[38.3 µM]	-1.0%	1%
COc1ccc(C(=O)N[C@H](C(=O)Nc2ccc(S(=O)(=O)N3CCOCC3)cc2)C(C)C)cc1	6%	·	-7%	·	·	-10%	7%
Cc1ccc(C(=O)N/N=C2\CCCc3ccccc32)c(C)c1	-15%	·	-11%	-2%	31%[activator]	-1.2%	0%
COc1ccccc1C(=O)C1CCCN(C(=O)CN2CCCCC2=O)C1 (centres undefined)	16%	·	-13%	3%	-2%	0.3%	-3%
O=C(c1ccc(OCCN2CCCCC2)cc1)c1c(-c2ccc(O)cc2)sc2cc(O)ccc12	?	?	?	-1%	21%&14%&2%&3%	-1.2%	10%
COCCCNCCC(CCC(C)C)c1ccc2c(c1)OCO2 (centres undefined)	11%	·	-3%	·	·	0.0%	0%
O=C1NC(=O)C2(COC(c3ccccc3Cl)OC2)S1 (centres undefined)	10%	-9%	2%	0%	4%	1.5%	28%
CCC(=O)OC1c2ccccc2C(=O)N1Cc1ccccc1 (centres undefined)	0%	1%	-1%[46.1 µM]	-2%	0%[38.3 µM]	-1.9%	-5%
COCc1cc(=O)[nH]c(/N=C(\N)Nc2cccc(Cl)c2)n1	-2%	·	7%	1%	5%	0.9%	-1%
Cc1ccc(-n2ncc3c(N4CCN(c5ccccc5)CC4)ncnc32)c(C)c1	-14%	?	?	-6%	30%[38.3 µM]	17%	-7%
CC(=O)Nc1cc2c(cc1C(=O)C(C)C)OCCO2	8%	9%	-9%[46.1 µM]	14%	-4%[38.3 µM]	-0.7%	5%
CC(=O)c1cccc(NS(=O)(=O)c2ccc(N/C=C/C(=O)c3ccc(F)cc3)cc2)c1	-5%	?	-23%[46.1 µM]	4%	5%	0.0%	3%
O=c1cc(-c2ccc([N+](=O)[O-])cc2)nc2cc(-c3ccc(F)cc3)[nH]n12	-8%	-7%	-19%	6%	-3%	0.0%	1%
Cc1ccc(-c2nnc(SCC(=O)N/N=C/c3ccccc3C(=O)O)n2-c2ccc(Cl)cc2)cc1	-4%	·	49%[7.67 µM]	·	·	-1.4%	1%
N#Cc1nc(-c2ccco2)oc1NCc1cccnc1	0%	2%	-11%[46.1 µM]	-2%	18%[38.3 µM]	0.0%	6%
COC(=O)C(C)N(C(=O)c1cccc(Cl)c1)c1c(C)cccc1C (centres undefined)	19%	-15%	?	-1%	49%[activator][38.3 µM]	-5.0%	0%
COc1ccc(C(=O)NCc2ccccn2)cc1[N+](=O)[O-]	5%	·	15%	-1%	-1%	-0.5%	1%
COc1ccccc1-c1nnc(SCc2ccccn2)n1C	8%	-8%	2%[46.1 µM]	0%	15%[38.3 µM]	-3.2%	7%
O=C(Nc1ccc(F)cc1F)c1ccccc1-c1ccccc1	-1%	1%	-7%[46.1 µM]	·	·	-0.9%	0%
COc1ccc(OC)c(C(=O)CSc2nccc(-c3ccc(Br)cc3)n2)c1	16%	-12%	-6%[46.1 µM]	0%	42%[activator][38.3 µM]	6.5%	-3%
COc1ccc(CCN(Cc2cc3cccc(C)c3[nH]c2=O)C(=O)N2CCCC2)cc1OC	2%	0%	?	-1%	31%[activator][38.3 µM]	-1.1%	-6%

A section from the list above:
SMILES	CBFb RUNX1 block	Lamin A splicing	NPSR antagonist	KinaseGlo FLuc	IMPase Li inh	Epigenetic reg	aGal spleen mod
CSC1=NCCN1C(=O)COc1ccccc1	1%	5%	-2%[46.1 µM]	0%	-2%[38.3 µM]	-1.0%	1%
COc1ccc(C(=O)N[C@H](C(=O)Nc2ccc(S(=O)(=O)N3CCOCC3)cc2)C(C)C)cc1	6%	·	-7%	·	·	-10%	7%
Cc1ccc(C(=O)N/N=C2\CCCc3ccccc32)c(C)c1	-15%	·	-11%	-2%	31%[activator]	-1.2%	0%
COc1ccccc1C(=O)C1CCCN(C(=O)CN2CCCCC2=O)C1 (centres undefined)	16%	·	-13%	3%	-2%	0.3%	-3%
O=C(c1ccc(OCCN2CCCCC2)cc1)c1c(-c2ccc(O)cc2)sc2cc(O)ccc12	?	?	?	-1%	21%&14%&2%&3%	-1.2%	10%
COCCCNCCC(CCC(C)C)c1ccc2c(c1)OCO2 (centres undefined)	11%	·	-3%	·	·	0.0%	0%
O=C1NC(=O)C2(COC(c3ccccc3Cl)OC2)S1 (centres undefined)	10%	-9%	2%	0%	4%	1.5%	28%
CCC(=O)OC1c2ccccc2C(=O)N1Cc1ccccc1 (centres undefined)	0%	1%	-1%[46.1 µM]	-2%	0%[38.3 µM]	-1.9%	-5%
COCc1cc(=O)[nH]c(/N=C(\N)Nc2cccc(Cl)c2)n1	-2%	·	7%	1%	5%	0.9%	-1%
Cc1ccc(-n2ncc3c(N4CCN(c5ccccc5)CC4)ncnc32)c(C)c1	-14%	?	?	-6%	30%[38.3 µM]	17%	-7%
CC(=O)Nc1cc2c(cc1C(=O)C(C)C)OCCO2	8%	9%	-9%[46.1 µM]	14%	-4%[38.3 µM]	-0.7%	5%
CC(=O)c1cccc(NS(=O)(=O)c2ccc(N/C=C/C(=O)c3ccc(F)cc3)cc2)c1	-5%	?	-23%[46.1 µM]	4%	5%	0.0%	3%
